From PubChem BioAssay
VIM-2 inh: VIM-2 metallo-beta-lactamase inhibitors, primary screen, biochemical, epi-absorbance readout, Pseudomonas aeruginosa enzyme; purified VIM-2, nitrocefin hydrolysis, epi-absorbance fluorescence; inhibition, % at 5.6 µM; 290,000 compounds, 0.89% hits;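 active means inhibition above the mean of all tested compounds plus 3 SD, cutoff set per screening run, cut at about 7.5% in these data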;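 further: red hydrolysis product quenches plate fluorescence so inhibitors raise well fluorescence; 0% = enzyme with DMSO and 100% = DMSO without enzyme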
M18AAP inhibitor: PfM18AAP inhibitors, malaria aminopeptidase, primary screen, biochemical, QFRET, recombinant enzyme. inhibition, % at 7.35 µM. H-Glu-NHMec fluorogenic cleavage. 290,000 compounds, 1.2% hits. AID 1822, 2009;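 active means inhibition above the campaign mean inhibition over all tested compounds plus 3 SD, cut at about 28% in these data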;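 further: 0% = plate median of test compound wells and 100% = 2 mM ZnCl2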
IDE cell inh: human IDE inhibitors in live cells, primary screen, fluorescence polarization, HEK cells, FAbetaB substrate. 320,000 compounds, 0.41% hits. inhibition, % at 5.59 µM. FAbetaB cleavage. Insulin-degrading enzyme (Homo sapiens), P14735;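 active means percent inhibition above the average of all tested compounds plus 3 SD, set per screening campaign, cut at about 16% in these data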;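 further: IDE supplied by intact live HEK cells; FP after avidin binding of uncleaved biotin substrate so inhibition keeps polarization high; 0% = DMSO wells and 100% = 60 µM reference IDE inhibitor Ii1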
IDE act: human IDE activators in live cells, primary screen, fluorescence polarization, HEK cells, FAbeta-B substrate; Insulin-degrading enzyme (Homo sapiens), P14735; FAbeta-B cleavage; 0% vehicle, 100% cell-free pure enzyme wells; activation, % at 5.96 µM; 340,000 compounds, 0.073% hits; AID 493087, 2011;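 active means activation above the mean of all tested compounds plus 3 SD, set per screening campaign, cut at about 17% in these data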
IMP-1 inhibitor: IMP-1 metallo-beta-lactamase inhibitors, primary screen, biochemical, epi-absorbance readout, Pseudomonas aeruginosa enzyme; inhibition, % at 5.6 µM; AID 1556, 2009; metallo-beta-lactamase IMP-1 (Pseudomonas aeruginosa); 290,000 compounds, 0.45% hits; purified IMP-1, nitrocefin hydrolysis, epi-absorbance fluorescence;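 active means inhibition above the mean plus 3 SD of all compounds in the same screening run, cut at about 4.5% in these data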;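 further: 0% = IMP-1 with DMSO and 100% = DMSO wells lacking enzyme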
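assay system = purified recombinant IMP-1 metallo-beta-lactamase enzyme | schedule = 15 min preincubation plus 25 min reaction at 25 °C | signal = Epi-absorbance fluorescence, 480 nm excitation, 530 nm emission | read-out basis = percent inhibition from optical density relative to buffer-blank wells | controls = IMP-1 with DMSO as 0%, enzyme-free DMSO as 100%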
NALP1 yeast inh: NALP1 inflammasome inhibitors in reconstituted yeast, colorimetric, S. cerevisiae, triplicate retest; S. cerevisiae NALP1/ASC/caspase-1 growth, X-gal OD620, 72 h; inhibition, % at 10 µM; 280,000 compounds, 0.61% hits; AID 2071, 2009; in the data active means inhibition mostly above about 24%, no sharp cut-off; inactive means mostly below about 32%; further: some compounds called inactive have numbers as strong as hits
p-CIP stab down: p/CIP-EGFP fusion destabilizers, primary screen, fluorescence, F442A cells; Q05BA5; 16 h; decrease of EGFP signal, % at 10 µM; 290,000 compounds, 0.01% hits;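 active means EGFP signal decrease of at least 30% at 10 µM or well 3 SD below plate mean, unless failing retest; inactive means the rest, including hits failing retest or dose response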; further: some compounds called inactive have numbers as strong as hits; many of its hits are not listed in these tables
PHOSPHO1 block: PubChem AID 1565; Phosphoethanolamine/phosphocholine phosphatase (Homo sapiens), Q8TCT1; recombinant PHOSPHO1, absorbance phosphatase assay; inhibition, % at 13.3 µM; 290,000 compounds, 1.1% hits; in the data active means inhibition above about 60%
Target sequence (Q8TCT1 whole entry, looked up): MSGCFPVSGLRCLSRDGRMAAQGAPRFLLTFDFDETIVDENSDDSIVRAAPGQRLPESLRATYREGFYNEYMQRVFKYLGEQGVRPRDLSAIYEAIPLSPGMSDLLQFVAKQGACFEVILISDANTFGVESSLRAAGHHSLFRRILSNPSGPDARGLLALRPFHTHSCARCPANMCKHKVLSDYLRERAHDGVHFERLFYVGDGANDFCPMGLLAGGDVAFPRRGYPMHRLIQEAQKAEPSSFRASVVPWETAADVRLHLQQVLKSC
GPR7 antagonist: GPR7 receptor antagonists, primary screen, cell-based, fluorescence, single concentration. 290,000 compounds, 1.1% hits. inhibition, % at 4.4 µM. GPR7-expressing cells, fluorescence antagonist assay. Neuropeptides B/W receptor type 1 (Homo sapiens), P48145; in the data active means inhibition above about 16%, passing the limit was not always enough;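 further: cells stimulated with the agonist NPW; 0% = agonist with vehicle and 100% = vehicle without agonist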
Target sequence (P48145 whole entry, looked up): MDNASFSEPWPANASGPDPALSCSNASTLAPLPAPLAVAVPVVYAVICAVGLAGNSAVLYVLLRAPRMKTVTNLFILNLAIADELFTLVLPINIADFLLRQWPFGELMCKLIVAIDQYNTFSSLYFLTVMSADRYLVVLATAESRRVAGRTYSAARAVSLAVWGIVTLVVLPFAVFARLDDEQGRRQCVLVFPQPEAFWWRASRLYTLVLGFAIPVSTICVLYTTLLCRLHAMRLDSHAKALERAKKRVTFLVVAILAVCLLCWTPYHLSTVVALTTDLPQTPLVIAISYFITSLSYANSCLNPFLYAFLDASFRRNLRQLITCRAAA
* hit, by the source's call.

Screening CCOC(=O)c1cc2c(=O)n3ccccc3nc2n(CCCOC)c1=NC(=O)C(C)(C)C returned VIM-2 inh 6.5, M18AAP inhibitor 10, IDE cell inh 1, IDE act -1, IMP-1 inhibitor 1.1, NALP1 yeast inh 13, p-CIP stab down -22, PHOSPHO1 block 48 and GPR7 antagonist 3.
`O=c1oc2ccccc2c2c1C(O)CO2` (centres undefined) gave VIM-2 inh -0.6, M18AAP inhibitor 0, IDE cell inh 1, IDE act 5, IMP-1 inhibitor -1.5, NALP1 yeast inh 9, p-CIP stab down -10 and GPR7 antagonist 10.
Screening O=C(N/N=C/c1ccncc1)c1cc2ccccc2cc1O returned VIM-2 inh -2.9, M18AAP inhibitor 20, IDE act 2, IMP-1 inhibitor -3.4, NALP1 yeast inh -1, p-CIP stab down -1, PHOSPHO1 block 61* and GPR7 antagonist -12.
Screening COc1ccc(N2C(=O)C(C)(C)C2c2c(O)ccc3ccccc23)cc1 (centres undefined) returned VIM-2 inh 0.3, M18AAP inhibitor 8, IDE cell inh 5, IDE act 1, IMP-1 inhibitor -1.4, NALP1 yeast inh -14, p-CIP stab down -3, PHOSPHO1 block 34 and GPR7 antagonist -6.
Screening COc1cc2oc3ccccc3c2cc1N(CC(=O)N(C)C)S(=O)(=O)c1ccccc1 returned VIM-2 inh -0.8, M18AAP inhibitor -3, IDE cell inh 0, IDE act 2, IMP-1 inhibitor -2.1, NALP1 yeast inh 14, p-CIP stab down -8, PHOSPHO1 block -46 and GPR7 antagonist 4.
`CC(C)CCNC(=O)c1cc(S(=O)(=O)N2CCc3ccccc32)cn1C` gave VIM-2 inh -5.1, M18AAP inhibitor 9, IDE cell inh 5, IDE act 3, IMP-1 inhibitor -3.7, NALP1 yeast inh 4, p-CIP stab down -5, PHOSPHO1 block 28 and GPR7 antagonist -8.
`COc1ccc([N+](=O)[O-])cc1NC(=O)C(C)OC(=O)c1cccnc1` (centres undefined) gave VIM-2 inh -3.0, M18AAP inhibitor 3, IDE cell inh -5, IDE act -4, IMP-1 inhibitor -1.7, NALP1 yeast inh -4, p-CIP stab down -5, PHOSPHO1 block 32 and GPR7 antagonist -2.
For COc1ccc(/C(N)=N/OC(=O)c2cccc([N+](=O)[O-])c2C)cc1OC the results were VIM-2 inh -0.9, M18AAP inhibitor -2, IDE cell inh 3, IDE act 3, IMP-1 inhibitor -2.8, NALP1 yeast inh 7, p-CIP stab down -14, PHOSPHO1 block 10 and GPR7 antagonist 1.
For CCCCn1nc2cc(C(=O)NCc3ccc(OC)cc3)ccc2c1OCC the results were VIM-2 inh -0.2, M18AAP inhibitor 5, IDE cell inh -2, IDE act -5, IMP-1 inhibitor -0.8, NALP1 yeast inh 13, p-CIP stab down -10, PHOSPHO1 block 42 and GPR7 antagonist -13.
`COCCCNC(=O)c1cc(OC)c(OC)c(OC)c1` gave VIM-2 inh -2.5, M18AAP inhibitor 4, IDE cell inh -3, IDE act 4, IMP-1 inhibitor 0.0, NALP1 yeast inh 5, p-CIP stab down -5, PHOSPHO1 block -12 and GPR7 antagonist 5.
Screening CCOC(=O)c1c(C)n(C)c2ccc(OC(=O)c3ccc([N+](=O)[O-])cc3)cc12 returned VIM-2 inh -1.4, M18AAP inhibitor 6, IDE cell inh 0, IDE act 5, IMP-1 inhibitor -1.0, NALP1 yeast inh 30, p-CIP stab down 1, PHOSPHO1 block 11 and GPR7 antagonist -16.
`Cn1c(=O)[nH]c(=O)c2c1nc(N1CCN(Cc3ccccc3)CC1)n2CCSc1ncccn1` gave VIM-2 inh -4.1, M18AAP inhibitor -3, IDE cell inh 3, IDE act 2, IMP-1 inhibitor -2.6, NALP1 yeast inh 4, p-CIP stab down -14, PHOSPHO1 block -7 and GPR7 antagonist -1.
Screening COc1ccc2c(c1)CCc1c-2n[nH]c1C(=O)NCCC(C)C returned VIM-2 inh -2.3, M18AAP inhibitor 0, IDE cell inh 2, IDE act -1, IMP-1 inhibitor -2.9, NALP1 yeast inh -15, p-CIP stab down -4 and GPR7 antagonist -4.
For Cc1occc1C(=O)NCCc1cccc(Cl)c1 the results were VIM-2 inh -3.7, M18AAP inhibitor -8, IDE cell inh -5, IDE act 0, IMP-1 inhibitor -2.1, NALP1 yeast inh 24, p-CIP stab down -4, PHOSPHO1 block 14 and GPR7 antagonist 0.
`Cc1c(C)c2cc(Cl)c(O)c(CN3CCCC(C)C3)c2oc1=O` (centres undefined) gave VIM-2 inh -4.8, M18AAP inhibitor 1, IDE cell inh -9, IDE act -4, IMP-1 inhibitor -5.7, NALP1 yeast inh 20, p-CIP stab down -2, PHOSPHO1 block 14 and GPR7 antagonist -1.
Screening CC1CCCN(c2ccc([N+](=O)[O-])cc2C(=O)c2ccccc2)C1 (centres undefined) returned VIM-2 inh -0.2, M18AAP inhibitor -3, IDE cell inh 3, IDE act 0, IMP-1 inhibitor -1.1, NALP1 yeast inh 26, p-CIP stab down -14, PHOSPHO1 block 1 and GPR7 antagonist 12.
Screening Cc1cccn2c(=O)c(/C=C(\C#N)S(=O)(=O)c3ccc(Cl)cc3)c(N3CCC(C(N)=O)CC3)nc12 returned VIM-2 inh 4.2, M18AAP inhibitor -2, IDE cell inh 1, IDE act 1, IMP-1 inhibitor 1.5, NALP1 yeast inh 5, p-CIP stab down -4, PHOSPHO1 block -4 and GPR7 antagonist 11.
`Cc1oc2nc(SCC(=O)Nc3ccc(S(N)(=O)=O)cc3)nc(NC(=O)c3ccccc3)c2c1C` gave VIM-2 inh 0.8, M18AAP inhibitor -4, IDE cell inh -3, IDE act -8, IMP-1 inhibitor -4.2, NALP1 yeast inh 5, p-CIP stab down 8, PHOSPHO1 block 1 and GPR7 antagonist 22.
For CC(C)=CCC/C(C)=C/C=N/NC(=O)c1ccccc1[N+](=O)[O-] the results were VIM-2 inh -3.3, M18AAP inhibitor 3, IDE cell inh 2, IDE act -1, IMP-1 inhibitor -3.4, NALP1 yeast inh -31, p-CIP stab down 0, PHOSPHO1 block 14 and GPR7 antagonist -14.
For COC(=O)COc1nsnc1N1CCOCC1 the results were VIM-2 inh -1.4, M18AAP inhibitor -3, IDE cell inh 6, IDE act -3, IMP-1 inhibitor -4.4, NALP1 yeast inh -7, p-CIP stab down 5, PHOSPHO1 block 19 and GPR7 antagonist -6.
COc1ccc(NC(=O)CSc2nnc(CNC(=O)c3cccs3)o2)c(OC)c1 was read as VIM-2 inh -2.5, M18AAP inhibitor 0, IDE cell inh 3, IDE act 5, IMP-1 inhibitor -0.8, NALP1 yeast inh 8, p-CIP stab down 0, PHOSPHO1 block 33 and GPR7 antagonist 0.
CCOC(=O)C1CCN(C(=O)CCS(=O)(=O)c2ccc3c(c2)CCN3C(=O)CC)CC1 was read as VIM-2 inh -3.0, M18AAP inhibitor -6, IDE cell inh -4, IDE act 2, IMP-1 inhibitor -2.6, NALP1 yeast inh -5, p-CIP stab down -11, PHOSPHO1 block -7 and GPR7 antagonist -14.
For CCC(=O)Nc1cccc(C2=NOC3(C2)C[C@@H](C(N)=O)N(C(=O)c2cc([N+](=O)[O-])cc([N+](=O)[O-])c2C)C3)c1 (some centres undefined) the results were IDE cell inh 0, IDE act 6, NALP1 yeast inh 14, p-CIP stab down -27 and PHOSPHO1 block -4.
For O=C(/C=C/c1ccccc1)N/C(=C/c1ccccc1)C(=O)N1CCOCC1 the results were VIM-2 inh -5.1, M18AAP inhibitor 1, IDE cell inh -3, IDE act 3, IMP-1 inhibitor -1.9, NALP1 yeast inh 29, p-CIP stab down -30, PHOSPHO1 block 10 and GPR7 antagonist -5.
Cc1cccc(-c2noc(-c3cc4ccccc4oc3=O)n2)c1 was read as VIM-2 inh -0.6, M18AAP inhibitor -5, IDE cell inh 8, IDE act 4, IMP-1 inhibitor 0.3, NALP1 yeast inh 8, p-CIP stab down -14, PHOSPHO1 block -5 and GPR7 antagonist 4.
For CCN(CC)C(=O)COC(=O)c1cc(-c2ccco2)nc2ccccc12 the results were VIM-2 inh -2.2, M18AAP inhibitor -6, IDE act -4, IMP-1 inhibitor -3.0, NALP1 yeast inh -4, p-CIP stab down 2, PHOSPHO1 block -18 and GPR7 antagonist -13.
`C=CCn1c(SCC(=O)Nc2sccc2C(N)=O)nc2ccc(Cl)cc2c1=O` gave VIM-2 inh -2.2, M18AAP inhibitor -2, IDE cell inh 6, IDE act -2, IMP-1 inhibitor -2.1, NALP1 yeast inh 18, p-CIP stab down -15, PHOSPHO1 block 24 and GPR7 antagonist 2.
Cc1ccc(C(=O)N2CCC3(CC2)Oc2ccc(Cl)cc2C(=O)C32CC(c3cccnc3)=NO2)s1 (centres undefined) was read as IDE cell inh 6, IDE act 2, p-CIP stab down -18 and PHOSPHO1 block 34.
`CCCCOc1ccc(S(=O)(=O)NNC(=O)c2cc3ccccc3o2)cc1` gave VIM-2 inh -1.6, M18AAP inhibitor -2, IDE cell inh 4, IDE act -3, IMP-1 inhibitor -0.3, NALP1 yeast inh -19, p-CIP stab down -20, PHOSPHO1 block -23 and GPR7 antagonist -9.
Screening COc1ccc(CNC(=O)c2ccc(N3CCOCC3)c([N+](=O)[O-])c2)cc1 returned VIM-2 inh -3.1, M18AAP inhibitor 3, IDE cell inh 0, IDE act 0, IMP-1 inhibitor -2.2, NALP1 yeast inh 27, p-CIP stab down -5, PHOSPHO1 block 46 and GPR7 antagonist -13.
Screening c1csc(-c2cn3c(n2)SCC3)c1 returned VIM-2 inh 0.1, M18AAP inhibitor -5, IDE cell inh 1, IDE act 5, IMP-1 inhibitor -2.1, NALP1 yeast inh 14, p-CIP stab down 0, PHOSPHO1 block 30 and GPR7 antagonist 1.
For Cc1cc(C)cc(N(CC(=O)NC2CCCC2)C(=O)CCC(=O)Nc2nc(C)cs2)c1 the results were VIM-2 inh -1.2, M18AAP inhibitor 5, IDE cell inh 2, IDE act -1, IMP-1 inhibitor -3.5, NALP1 yeast inh -1, p-CIP stab down -8, PHOSPHO1 block 46 and GPR7 antagonist 8.
For COc1ccccc1NS(=O)(=O)c1cccc(C(=O)NCc2ccccn2)c1 the results were VIM-2 inh -3.3, M18AAP inhibitor -6, IDE cell inh 1, IDE act 4, IMP-1 inhibitor -2.9, NALP1 yeast inh 27, p-CIP stab down -8, PHOSPHO1 block 9 and GPR7 antagonist -13.
For O=C(CCCC(=O)N(c1ccc2c(c1)OCCO2)C(C(=O)NC1CCCCC1)c1ccc(Cl)cc1)Nc1ccccn1 (centres undefined) the results were VIM-2 inh -1.3, M18AAP inhibitor -3, IDE cell inh 0, IDE act 1, IMP-1 inhibitor -4.5, NALP1 yeast inh 26, p-CIP stab down -9, PHOSPHO1 block -7 and GPR7 antagonist -13.
For COc1ccc(Br)cc1CNc1ccccc1 the results were VIM-2 inh -0.9, M18AAP inhibitor 6, IDE act 9, IMP-1 inhibitor -0.2, NALP1 yeast inh 7, p-CIP stab down -1, PHOSPHO1 block 24 and GPR7 antagonist -22.
